# Bioassay records deposited in PubChem by several laboratories.
# TRPC6 inh = mouse TRPC6 channel inhibition; Q61143; HEK293-TRPC6, membrane potential dye, ACh-evoked depolarization; stronger effect = lower value; B-score at 10 µM; actives 1.1% (n = 310,000); AID 2553;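 active = B-score under library mean minus 3 SD, initial fluorescence not abnormally high, positive integrated signal ratio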;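 note: B-score derived from integrated fluorescence ratio over the kinetic read; more negative B-score means stronger inhibition of depolarization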
# TRPC4 agonist = activators of mouse TRPC4 channel. AID 2237. HEK293 TRPC4beta/mu-opioid, Fluo4 calcium fluorescence; stronger effect = higher value. actives 0.49% (n = 310,000). Q9QUQ5. B-score at 10 µM;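 active = B-score above 5 SD of library B-scores, and initial fluorescence ratio not above library mean plus 5 SD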;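 note: positive B-score marks a calcium rise read as TRPC4 activation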
#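 Assay system: HEK293 stable line with TRPC4beta plus mu-opioid receptor. Times: dye 45 min RT, read 110 s. Measured by: kinetic Fluo4 calcium fluorescence. Measure: B score of integrated ratio. Controls: assay buffer as low control, maximal DAMGO as high control.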
# HIF activator = HIF pathway transcriptional activation; U2OS HRE-luciferase reporter, luminescence; normalized: DMSO 0%, desferrioxamine 100%; activation, % at 7.5 µM (by protocol); actives 0.32% (n = 300,000);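 active = mean activation of at least 10% of the iron chelator positive control signal, with at least half of replicates also reaching 10%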
# TRPC4 potent = TRPC4 (mouse) allosteric potentiation; Q9QUQ5; HEK293 TRPC4beta/mu-opioid, DAMGO EC20, Fluo-4 Ca2+ flux; stronger effect = higher value; B-score at 10 µM; actives 0.42% (n = 310,000); AID 2227;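 active = B-score of calcium response area above 5 SD of library B-scores, with initial fluorescence ratio within 5 SD of library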;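 note: B-score of integrated fluorescence ratio over time as area under calcium response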
# MrgX1 antag = human MrgX1 receptor antagonism, primary screen; MRGX1-HEK293 calcium flux, Fluo-4, BAM8-22 antagonism; stronger effect = lower value; actives 1.3% (n = 310,000); Q96LB2; B-score at 10 µM;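 active = calcium-response B-score plate-corrected more than 3 library SD below zero, starting fluorescence within 5 deviations, no agonist response on first addition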;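 note: peak minus trough fluorescence over baseline after final BAM8-22 challenge near maximal dose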
# Target sequence (Q96LB2 whole entry, looked up): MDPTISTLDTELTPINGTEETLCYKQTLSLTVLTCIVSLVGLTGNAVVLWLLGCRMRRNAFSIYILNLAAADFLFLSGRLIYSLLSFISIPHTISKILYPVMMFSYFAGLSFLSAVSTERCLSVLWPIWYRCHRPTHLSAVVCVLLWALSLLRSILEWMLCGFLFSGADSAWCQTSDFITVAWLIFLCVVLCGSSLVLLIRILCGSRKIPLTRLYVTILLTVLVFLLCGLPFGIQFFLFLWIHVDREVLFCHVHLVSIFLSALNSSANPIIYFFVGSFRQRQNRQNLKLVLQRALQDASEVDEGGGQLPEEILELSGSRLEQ
# MrgX1 PAM = human MrgX1 positive allosteric modulation, primary screen. Q96LB2. MrgX1-HEK293, Fluo-4 calcium flux, FDSS; stronger effect = higher value. B-score at 10 µM. actives 0.63% (n = 310,000). AID 588675;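 active = plate-corrected calcium response at least 3 library SD above typical, normal starting fluorescence, not activating the receptor alone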;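 note: compound read alongside a low EC10 to EC30 dose of BAM8-22 agonist; peak minus trough fluorescence over baseline measured at the second addition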
# AI-2 QS modul = Vibrio harveyi AI-2 quorum sensing modulation; Vibrio harveyi JMH597 AI-2 luminescence/OD600 ratio, 9 h; stronger effect = lower value; strain lacks LuxN and CqsS sensors; 0 = neutral-control median; activity change, % at 7.5 µM; actives 0.4% (n = 300,000); AID 2094; in the data active = activity change below about -75%, passing the limit was not always enough;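 note: luminescence divided by OD600 gain over 9 h not by final OD600 alone; inactives centre near 13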
# TRPC4 inh = blocks the mouse TRPC4 cation channel | Q9QUQ5 | HEK293 TRPC4beta/mu-opioid, DAMGO-evoked Fluo4 calcium flux; stronger effect = lower value | B-score at 10 µM | actives 0.39% (n = 300,000) | AID 2247;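 active = B-score over 3 SD under the library average, no early fluorescence shift, positive overall ratio signal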
#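 Signal: kinetic Fluo4 fluorescence imaging of calcium influx. Material: stable TRPC4beta/mu-opioid receptor HEK293 cells. Probe or stimulus: DAMGO in two steps, submaximal then maximal.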
# PolyA inhibitor = blocks polyadenylation in yeast reporter cells; S. cerevisiae SKY197-pL101 polyadenylation reporter, beta-gal luminescence; efflux-impaired pdr1/pdr3 knockout yeast; score 100 = 6 SD above DMSO; calls only at 12 µM; actives 0.02% (n = 300,000); AID 1875;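 active = lowest replicate activity score at least 50, where 100 means six control SD above control mean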;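 note: yeast exposed to compound for 9 h at 30 °C; higher score means more reporter readthrough which indicates perturbed polyadenylation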
# MrgX1 agonist = agonists of human MrgX1 receptor | MrgX1-HEK293 cells, Fluo-4 calcium fluorescence, agonist mode; stronger effect = higher value | B-score at 10 µM | actives 0.44% (n = 310,000) | AID 588627;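 active = calcium response B-score plate-corrected fluorescence ratio at least 3 library SD, with starting fluorescence B-score inside 5 SD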
#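 Test system: Stable human MrgX1 HEK293 cell line | Schedule: Overnight plating before 1 h dye loading | Read-out basis: Baseline-normalised fluorescence change ratio, B-scored | Detection: Kinetic calcium dye fluorescence, Fluo-4 NW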
# TRPC6 activator = activators of mouse TRPC6 channel; Q61143; B-score at 10 µM; HEK293-TRPC6 membrane potential dye fluorescence; stronger effect = higher value; actives 0.13% (n = 310,000);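 active = B-score of the integrated fluorescence ratio above library mean plus 3 SD, and starting fluorescence ratio within library mean plus 5 SD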;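 note: higher score means more depolarization so channel activation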
# Starred values were filed as active, the others as inactive; i = inactive; x = not tested or not shown.
SMILES,TRPC6 inh,TRPC4 agonist,HIF activator,TRPC4 potent,MrgX1 antag,MrgX1 PAM,AI-2 QS modul,TRPC4 inh,PolyA inhibitor,MrgX1 agonist,TRPC6 activator
CCOC1=NC(C(=O)O)c2ccccc2/C(=C(/C)Cl)N1 (stereo not given),i,i,-0.1,i,i,i,-7,i,i,i,i
CCN1C=CC(=C2C(=O)c3ccccc3C2=O)C=C1,i,i,-7.9,i,i,i,24,i,i,i,i
COC(=O)c1sccc1NC(=O)CC1C(=O)NCCN1C(=O)Nc1ccc(C(F)(F)F)cc1 (stereo not given),i,i,0.2,i,i,i,16,i,i,i,i
COc1ccc(/C=C/c2nnc(NC(=O)CSc3ccc(Cl)cc3)s2)cc1,i,i,-0.2,i,i,i,32,i,i,i,i
CC(=O)Nc1ccc(NC(=O)CSC2=NS(=O)(=O)c3cc(Cl)ccc3N2)cc1,i,i,0.0,i,i,i,22,i,i,i,i
CCC(CC)C(=O)Nc1ccc([N+](=O)[O-])cn1,i,i,-0.2,i,i,i,11,i,i,i,i
O=C(CSc1ncc(-c2ccccc2)n1-c1ccccc1)NCc1ccco1,i,i,-0.2,i,i,i,14,i,i,i,i
Cc1ccn2cc(CNC(=O)c3cccs3)nc2c1,i,i,0.3,i,i,i,-1,i,i,i,i
O=C(Cc1ccc(Cl)cc1)NC1CC1,i,i,-0.2,i,i,i,6,i,i,i,i
COc1cc(CNc2nnnn2C)cc(OC)c1OC,i,i,0.5,i,i,i,18,i,i,i,i
CC(=O)NC1=NN(C(C)=O)C(C)(CS(=O)(=O)c2ccc3ccccc3c2)S1 (stereo not given),i,i,-1.8,i,i,i,14,i,i,i,i
Cc1ccc(NCc2nc3ccccc3n2C)cc1,i,i,2.9,i,i,i,28,i,i,i,i
Cc1ccc(NCC(=O)NNC2=NCCC2)c(C)c1,i,i,-0.3,i,i,i,23,i,i,i,i
COC(=O)c1[nH]c2ccc(Cl)cc2c1NC(=O)CCN1CCOCC1,i,i,-0.4,i,i,i,-10,i,i,i,i
COc1cc(-c2nc(=S)[nH][nH]2)cc(OC)c1OC,i,i,0.2,i,i,i,23,i,i,i,i
O=C(NCC1CCCO1)c1ccc(NC(=O)c2ccc([N+](=O)[O-])cc2)cc1 (stereo not given),i,i,0.3,i,i,i,31,i,i,i,i
O=C(NCc1cccs1)C(=O)NCC1OCCCN1S(=O)(=O)c1ccccc1 (stereo not given),i,i,0.5,i,i,i,21,i,i,i,i
CCOc1ccc(Br)cc1CN(CC)CC,i,i,1.5,i,i,i,24,i,i,i,i
O=[N+]([O-])c1cc(S(=O)(=O)NC2=NCCCCC2)ccc1Cl,i,i,-0.2,i,i,i,5,i,i,i,i
Cc1cc(C(F)(F)Cl)n2ncc(-c3ccccn3)c2n1,i,i,1.1,i,i,i,11,i,x,i,i
Cc1cc(C)nc(SCC(=O)NC2CCCC2)n1,i,i,-0.6,i,i,i,17,i,i,i,i
O=C(NCCCN1CCOCC1)C1CC(=O)N(C2CCCCC2)C1 (stereo not given),i,i,1.0,i,i,i,12,i,i,i,i
CCN(CC)S(=O)(=O)c1ccc(C)c(NC(=S)N2CCN(c3ccccn3)CC2)c1,i,i,1.2,i,i,i,9,i,i,i,i
S=c1[nH]nc(-c2ccccn2)n1/N=C/c1ccc(-c2ccccc2Br)o1,i,i,-1.1,i,x,x,32,i,i,x,i
Cc1ccc(Cl)cc1NC(=O)c1cc(NC(=O)CCCC(=O)O)ccc1N1CCCCC1,i,i,0.0,i,i,i,33,i,i,i,i
CCN(Cc1nc2ccccc2c(=O)[nH]1)Cc1nc2cc(OC)c(OC)cc2c(=O)[nH]1,i,i,0.4,i,i,i,22,i,i,i,i
O=C(O)C(Cc1ccccc1)N1CCS(=O)(=O)CC1 (stereo not given),i,i,-0.1,i,i,i,23,i,i,i,i
Cc1ccc(NC(=O)CN2C(=O)N/C(=C/c3ccc4c(c3)OCCO4)C2=O)cc1,i,i,-0.8,i,i,i,24,i,i,i,i
COc1c(Cl)cc(-c2noc(C)c2C(=O)NCc2ccccc2)cc1Cl,i,i,x,i,i,i,16,i,i,i,i
O=C(CCc1nnc(C2CCCCC2)o1)N1CCC(Oc2cccnc2)CC1,i,i,0.0,i,i,i,10,i,i,i,i
COc1ccc(-c2nc(N3CCCCCC3)sc2C(=O)c2ccccc2)cc1,i,i,0.2,i,i,i,27,i,i,i,i
O=C(N/N=C\C=C\c1ccco1)C1COc2ccccc2O1 (stereo not given),i,i,-2.4,i,i,i,10,i,i,i,i
Cc1cc(C)nc(NS(=O)(=O)c2ccc(NC(=O)c3nn(-c4ccccc4)ccc3=O)cc2)n1,i,i,-0.5,i,i,i,35,i,i,i,i
CCCS(=O)(=O)C(=C1NCCO1)S(=O)(=O)CCC,i,i,-0.1,i,i,i,6,x,i,i,i
Cn1c(C(=O)N2CCN(Cc3ccccc3)CC2)cc2c(=O)n(C)c3ccccc3c21,i,i,-0.2,i,i,i,12,i,i,i,i
Cc1nc(CS(=O)(=O)c2ccccn2)sc1C(=O)NNC(=O)c1ccc(Cl)cc1,i,i,-0.3,i,i,i,17,i,i,i,i
c1ccc2c(c1)COC(CNC1CCCCC1)OC2,i,i,1.1,i,i,i,49,i,x,i,i
COc1ccc(NC(=O)c2cccc(N3C(=O)C4C5C=CC(C5)C4C3=O)c2)c(OC)c1 (stereo not given),i,i,0.2,i,i,i,-7,i,i,i,i
CCOc1ccc(S(=O)(=O)NC(=O)c2ccccc2)cc1,i,i,-0.8,i,i,i,13,i,i,i,i
NNC(=O)CNC(c1ccccc1)c1cc(Br)ccc1N (stereo not given),i,i,-0.5,i,i,i,8,i,i,i,i
CCCCC(=O)NNC(=S)NC(=O)C(c1ccccc1)c1ccccc1,i,152*,0.1,i,i,i,76,i,i,145*,i
CCC(=O)NCCCOc1ccccc1,i,i,-0.4,i,i,i,9,i,i,i,i
Cc1cc(C)nc(Nc2ccccc2F)n1,i,i,-21,i,i,i,26,i,i,i,i
O=[N+]([O-])c1ccccc1S(=O)(=O)N1CCN(C2CCN(Cc3ccccc3)CC2)CC1,i,i,0.5,i,i,i,25,i,i,i,i
CCOC(=O)C1CCN(C2CCN(C(=O)c3oc4c(C)c(C)ccc4c3C)CC2)CC1,i,i,1.1,i,i,i,-1,-6*,x,i,i
CC(C)CC1NC(=O)N(CC(=O)NC2CCCc3ccccc32)C1=O (stereo not given),i,i,-0.2,i,i,i,14,i,i,i,i
CCOC(=O)c1cc2n(c1N)-c1ccccc1C2=O,i,i,0.2,i,i,i,0,i,i,i,i
O=S1(=O)CCC(N2CCOCC2)C1 (stereo not given),i,i,0.0,i,i,i,12,i,i,i,i
S=C(NCCc1ccccc1)NC1CCC(NC(=S)NCCc2ccccc2)CC1 (stereo not given),i,i,0.7,i,i,i,14,i,i,i,i
COc1cccc(CNC(=O)Cn2c(=O)n(CCC(=O)N3CCCCC3)c(=O)c3sccc32)c1,i,i,-0.2,i,i,i,16,i,i,i,i

# Some values from above.
# S=C(NCCc1ccccc1)NC1CCC(NC(=S)NCCc2ccccc2)CC1 (stereo not given) – HIF activator = 0.7
# CCOC(=O)c1cc2n(c1N)-c1ccccc1C2=O – AI-2 QS modul = 0

# Next part.
SMILES,TRPC6 inh,TRPC4 agonist,HIF activator,TRPC4 potent,MrgX1 antag,MrgX1 PAM,AI-2 QS modul,TRPC4 inh,PolyA inhibitor,MrgX1 agonist,TRPC6 activator
C=CCOc1ccc(CNc2ccc(NC(=O)CC(C)C)cc2)cc1OC,i,i,-0.7,i,i,i,28,i,i,i,i
COc1cc(C(=O)N2CCC(N3CCCCCC3)CC2)cc(OC)c1OC,i,i,-0.1,i,i,i,8,i,i,i,i
O=C(O)c1c2c(nc3ccc(S(=O)(=O)N4CCC(C(=O)NCc5ccccc5Cl)CC4)cc13)CCCC2,i,i,-0.5,i,i,i,8,i,i,i,i
COc1ccc(NC(=O)CCN2CC(C)OC(C)C2)c(OC)c1 (stereo not given),i,i,1.7,i,i,i,16,i,i,i,i
O=C(Cc1cccc2ccccc12)NC(=S)Nc1cccc(C(=O)O)c1,i,i,0.0,i,i,i,18,i,i,i,i
C=CCNC(=O)Nc1ccc(F)c(Cl)c1,i,i,-0.3,i,i,i,15,i,i,i,i
Cc1ccc(C2=CC(c3ccc(C)cc3)n3ncnc3N2)cc1 (stereo not given),i,i,0.1,i,i,i,8,x,i,i,i
Cc1ccc2cc(CN(C(=O)c3ccco3)c3cccc(C)c3C)c(=O)[nH]c2c1,i,i,0.0,i,i,i,27,i,i,i,i
O=C(Cn1nnc(-c2ccccc2NC(=O)C2CC2)n1)NC1CCCCC1,i,i,-0.1,i,i,i,7,i,i,i,i
COc1cc(OC)c2ccc(=O)oc2c1C(CCN1CCCC(C)C1)c1ccc2c(c1)OCO2 (stereo not given),i,i,-2.0,i,i,i,18,i,i,i,i

# With a hit mark in TRPC4 inh, of those listed so far:
compound	TRPC4 agonist	TRPC4 potent	MrgX1 antag	AI-2 QS modul	TRPC4 inh	PolyA inhibitor	TRPC6 activator
CCOC(=O)C1CCN(C2CCN(C(=O)c3oc4c(C)c(C)ccc4c3C)CC2)CC1	i	i	i	-1	-6*	x	i

# Carrying on.
SMILES,TRPC6 inh,TRPC4 agonist,HIF activator,TRPC4 potent,MrgX1 antag,MrgX1 PAM,AI-2 QS modul,TRPC4 inh,PolyA inhibitor,MrgX1 agonist,TRPC6 activator
COc1ccc(-n2nc(C(=O)NCC(=O)N3CCN(c4ccccc4OC)CC3)c3ccccc3c2=O)cc1OC,i,i,0.3,i,i,i,6,i,i,i,i
Cc1nn(-c2ccccc2)c2nc(-c3ccncc3)cc(C(=O)NCc3ccco3)c12,i,i,-0.1,i,-5.9*,i,29,i,i,i,i
O=C(NCc1ccc(F)cc1)C1CCC(CNc2c(N3CCCCC3)c(=O)c2=O)CC1 (stereo not given),i,i,-0.4,i,i,i,11,i,i,i,i
Cc1ncc(CO)c2c1Oc1nc(-c3ccccc3)nc(SCC(=O)N3CCCCC3)c1C2,i,i,-0.8,i,i,i,2,i,i,i,i
S=c1[nH]nc(CN2CCCCC2)n1-c1ccc(Cl)cc1,i,i,-0.5,i,i,i,-12,i,i,i,i
COC(=O)C1=CN(c2cc(C)cc(C)c2)C=C(C(=O)OC)C1c1cccc(F)c1,i,i,-0.5,i,i,i,12,i,i,i,i

# This is a subset; count on the stated rates, not on these rows.
